# From PubChem BioAssay
# KLF5 inhibitor – inhibitors of KLF5 expression; 0.23% of 290,000 active; DLD-1 KLF5 promoter-luciferase reporter, luminescence; AID 1700; inhibition, % at 5 µM;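 active = inhibition above a per-plate limit of that plate's mean compound inhibition plus 3 SD, cut at about 60% in these data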;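 note: 0% = DMSO wells and 100% = LY294002 at 200 µM; higher means less KLF5 promoter-driven luciferase light; inactives centre near -14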
# TRPC6 activator – activates the mouse TRPC6 cation channel; Q61143; HEK293-TRPC6 membrane potential dye fluorescence; stronger effect = higher value; B-score at 10 µM; 0.13% of 310,000 active; AID 2550;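 active = B-score of the integrated fluorescence ratio above library mean plus 3 SD, and starting fluorescence ratio within library mean plus 5 SD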;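 note: higher score means more depolarization so channel activation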
# TRPC4 block – blocks the mouse TRPC4 cation channel. Q9QUQ5. HEK293 TRPC4beta/mu-opioid, DAMGO-evoked Fluo4 calcium flux; stronger effect = lower value. B-score at 10 µM. 0.39% of 300,000 active. AID 2247;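 active = B-score over 3 SD under the library average, no early fluorescence shift, positive overall ratio signal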
# Target sequence (Q9QUQ5 whole entry, looked up): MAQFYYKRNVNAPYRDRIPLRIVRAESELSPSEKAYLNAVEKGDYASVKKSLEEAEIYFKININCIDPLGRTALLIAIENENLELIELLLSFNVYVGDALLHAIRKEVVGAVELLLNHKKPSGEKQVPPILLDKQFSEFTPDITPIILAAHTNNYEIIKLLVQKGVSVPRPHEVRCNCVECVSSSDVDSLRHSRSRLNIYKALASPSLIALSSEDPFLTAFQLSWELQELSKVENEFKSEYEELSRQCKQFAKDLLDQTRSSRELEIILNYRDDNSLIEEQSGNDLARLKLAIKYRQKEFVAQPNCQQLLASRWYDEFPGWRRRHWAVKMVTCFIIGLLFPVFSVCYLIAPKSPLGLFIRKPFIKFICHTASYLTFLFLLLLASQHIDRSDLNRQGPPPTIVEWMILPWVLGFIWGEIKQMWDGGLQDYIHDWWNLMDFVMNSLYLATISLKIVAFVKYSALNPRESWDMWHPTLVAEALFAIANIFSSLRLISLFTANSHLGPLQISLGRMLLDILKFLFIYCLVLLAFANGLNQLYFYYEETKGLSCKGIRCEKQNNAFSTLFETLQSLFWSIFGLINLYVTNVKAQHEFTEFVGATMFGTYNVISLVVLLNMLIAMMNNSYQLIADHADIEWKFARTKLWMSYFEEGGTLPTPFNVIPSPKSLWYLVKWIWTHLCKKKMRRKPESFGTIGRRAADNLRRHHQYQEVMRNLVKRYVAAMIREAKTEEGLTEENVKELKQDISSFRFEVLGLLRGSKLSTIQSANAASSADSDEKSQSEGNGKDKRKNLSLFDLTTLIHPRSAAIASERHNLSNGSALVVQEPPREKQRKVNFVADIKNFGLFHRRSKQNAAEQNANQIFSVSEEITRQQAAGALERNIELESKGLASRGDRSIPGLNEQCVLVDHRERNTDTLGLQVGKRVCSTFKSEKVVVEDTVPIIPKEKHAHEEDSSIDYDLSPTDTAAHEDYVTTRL
#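 material = TRPC4beta/mu-opioid receptor HEK293 cell line | probe or stimulus = sequential submaximal and maximal DAMGO stimulation | compound dosing = one concentration per compound | measured by = Fluo4 Ca2+ flux fluorescence | evaluation = integrated fluorescence ratio relative to baseline, converted to per-well B score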
# MrgX1 antag – blocks BAM8-22 activation of human MrgX1 receptor | 1.3% of 310,000 active | B-score at 10 µM | Q96LB2 | AID 588676 | MRGX1-HEK293 calcium flux, Fluo-4, BAM8-22 antagonism; stronger effect = lower value;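 active = calcium-response B-score plate-corrected more than 3 library SD below zero, starting fluorescence within 5 deviations, no agonist response on first addition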;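 note: peak minus trough fluorescence over baseline after final BAM8-22 challenge near maximal dose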
# aSyn UTR inh – MLPCN primary screen, SNCA 5' untranslated region; alpha-synuclein 5'UTR reporter, inhibitor activity; inhibition, % (tested at 7.5 µM); 0.82% of 300,000 active; AID 1813; in the data active = inhibition above about 60%;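 note: H4 neuroglioblastoma cells stably carrying SNCA 5'UTR luciferase fusion; 0% = DMSO wells and 100% = positive control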
# TRPC4 act – opens the mouse TRPC4 cation channel; Q9QUQ5; HEK293 TRPC4beta/mu-opioid, Fluo4 calcium fluorescence; stronger effect = higher value; B-score at 10 µM; 0.49% of 310,000 active; AID 2237;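 active = B-score above 5 SD of library B-scores, and initial fluorescence ratio not above library mean plus 5 SD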;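 note: positive B-score marks a calcium rise read as TRPC4 activation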
#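 Material: TRPC4beta and mu-opioid receptor HEK293 stable cells | Incubation: 45 min room-temperature Fluo4 loading, 110 s read | Detection: Kinetic Fluo4 calcium fluorescence | Measure: Integrated baseline-normalised fluorescence ratio, converted to per-well B score | Benchmarks: Low control buffer alone, high control maximal DAMGO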
# HIF act – HIF pathway transcriptional activation; AID 1910; activation, % at 7.5 µM (by protocol); 0.32% of 300,000 active; U2OS HRE-luciferase reporter, luminescence; normalized: DMSO 0%, desferrioxamine 100%;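 active = mean activation of at least 10% of the iron chelator positive control signal, with at least half of replicates also reaching 10%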
# TRPC6 inhibitor – blocks the mouse TRPC6 cation channel. HEK293-TRPC6, membrane potential dye, ACh-evoked depolarization; stronger effect = lower value. Q61143. 1.1% of 310,000 active. B-score at 10 µM;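 active = B-score under library mean minus 3 SD, initial fluorescence not abnormally high, positive integrated signal ratio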;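 note: B-score derived from integrated fluorescence ratio over the kinetic read; more negative B-score means stronger inhibition of depolarization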
# SKKanGAS inh – blocks kanamycin growth of S. pyogenes SKKanGAS strain; BacTiter-Glo, 6 h; inhibition, % at 7.5 µM; 1.3% of 300,000 active;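 active = mean replicate score, as percent of positive control median, at least 50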;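 note: strain carries kanamycin resistance gene driven by streptokinase promoter and grows in 40 µg/ml kanamycin; loss of luminescence reflects streptokinase promoter inhibition or plain growth inhibition; 0% = median of DMSO wells and 100% = positive control at its reference dose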
# IEC-6 cytotox – kills IEC-6 intestinal cells in KLF5 counter-screen. IEC-6 cytotoxicity, luminescence viability. inhibition, % at 5 µM. 0.78% of 290,000 active; in the data active = inhibition above about 22%;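 note: 0% = plate median of test compound wells and 100% = cytotoxic reference compound wells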
# TRPC4 potent – allosterically enhances the mouse TRPC4 cation channel; B-score at 10 µM; 0.42% of 310,000 active; Q9QUQ5; HEK293 TRPC4beta/mu-opioid, DAMGO EC20, Fluo-4 Ca2+ flux; stronger effect = higher value; AID 2227;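 active = B-score of calcium response area above 5 SD of library B-scores, with initial fluorescence ratio within 5 SD of library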;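 note: B-score of integrated fluorescence ratio over time as area under calcium response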
# * hit, by the source's call; i = inactive; / = no result given.
molecule	KLF5 inhibitor	TRPC6 activator	TRPC4 block	MrgX1 antag	aSyn UTR inh	TRPC4 act	HIF act	TRPC6 inhibitor	SKKanGAS inh	IEC-6 cytotox	TRPC4 potent
Cc1cc(C)n(C(=O)c2ccc([N+](=O)[O-])cc2[N+](=O)[O-])n1	-17	i	i	i	2	i	0.0	i	13	-1	i
O=C(CCC(=O)NCCCc1ccccc1)NCCCc1ccccc1	-3	i	i	i	-15	i	-0.1	i	11	-4	i
Cc1c(O)c(S(=O)(=O)c2ccccc2)c(=O)n(-c2ccccc2)c1-c1ccccc1	-30	i	i	i	-42	i	1.5	i	2	-1	i
Cc1cc(=O)oc2ccc(OCC(=O)N3CCC(C)CC3)cc12	-9	i	i	i	-35	i	0.8	i	1	0	i
Cc1cc(C)cc(OCCCOc2cccc3cccnc23)c1	-4	i	i	i	18	i	0.0	i	7	-5	i
CCOc1ccc(N2C(=O)CC(SCCN)C2=O)cc1 (stereo unspecified)	-72	i	i	i	-30	i	2.8	i	-6	0	i
COC(=O)C1=C(CSc2nccn2C)NC(=O)NC1c1cc(C)ccc1C (stereo unspecified)	3	i	i	i	34	i	-0.3	i	2	6	i
COc1ccc(C(F)(F)F)cc1N/C=C\c1nnnn1-c1ccccc1	-19	i	i	i	29	i	-0.3	i	-22	8	i
CCOC(=O)/C=C1\NC(=O)C(C)S1 (stereo unspecified)	-7	i	i	i	14	i	-0.4	i	6	-4	i
COc1ccc(Br)cc1/C=C/c1ccc2cccc(O)c2n1	-10	i	i	i	57	i	0.3	i	100*	4	i
COC(=O)C(NC(=O)c1ccccc1)=C1C=C(C)OC(C)=C1	-29	i	i	i	-5	i	0.1	i	-1	2	i
Cc1ccc2oc(=O)c3cnn(CC(=O)Nc4ccccc4N4CCN(C)CC4)c3c2c1	-7	i	i	i	9	i	-0.5	i	1	5	i
CCOC(=O)C1=C(c2ccccc2)Nc2ncnn2C1c1cccc(O)c1 (stereo unspecified)	-18	i	i	i	6	i	-0.7	i	-6	-2	i
O=C(Nc1cccc(Br)c1)c1ccccc1-c1ccccc1	9	i	i	i	12	i	-0.8	i	-11	-3	i
CCOc1ccc(NC(=O)c2ccccc2NC(=O)CN(C)CC(=O)Nc2ccc(C)cc2)cc1	6	i	i	i	-10	i	-0.2	i	27	-4	i
CC12CCC(C(=O)N(NC(=O)c3cccnc3)C1=O)C2(C)C (stereo unspecified)	2	i	i	i	3	i	0.1	i	-20	-1	i
O=C(O)c1[nH]c2ccccc2c1C(c1ccccc1)c1c(C(=O)O)[nH]c2ccccc12	-2	i	i	i	2	i	-1.4	i	12	3	i
Cc1ccc(/C=N/NC(=O)c2ccncc2)s1	-16	i	i	i	-8	i	0.0	i	-2	0	i
O=C(COC(=O)/C=C/c1cccc(F)c1)Nc1ccc(Cl)cn1	7	i	i	i	-4	i	-0.7	i	3	-4	i
CSCC[C@H](NC(=O)Nc1cccc(Br)c1)C(=O)O	-19	i	i	i	3	i	-0.4	i	0	-6	i
O=C1NC[C@@H](Cc2cccc3ccccc23)N(CCCCC2CCCCC2)C1=O	/	i	i	i	10	i	0.3	i	82*	/	i
COc1ccc(-n2c(SCC(=O)NCC3CCCO3)nc3c(c2=O)SC(C)C3)cc1 (stereo unspecified)	-3	i	i	i	1	i	-0.2	i	7	4	i
Cc1ccc(C(=O)NC(=S)Nc2ccccc2C(F)(F)F)c(C)c1	-29	i	i	i	0	i	-1.1	i	7	3	i
Cc1ccc(NC(=O)C2CCN(S(=O)(=O)c3c(C)[nH]c(=O)[nH]c3=O)CC2)cc1	5	i	i	i	0	i	-0.3	i	-3	-3	i
c1ccc(-c2cc3c(nn2)CCc2nonc2-3)cc1	-21	i	i	i	0	i	0.0	i	0	0	i
COc1ccc(C(=O)Nc2cc(OC)cc(OC)c2)cc1	-84	i	i	i	-62	i	2.5	i	4	9	i
O=C(Oc1ccc(OC(=O)N2CCCCC2)cc1)N1CCCCC1	-24	i	i	i	-25	i	0.6	i	-7	-2	i
CCCNC(=O)N1CCN(S(=O)(=O)c2ccc(C)cc2)CC1	-21	i	i	i	39	i	1.0	i	-2	-1	i
CCNS(=O)(=O)c1ccc(NC(=O)CC(C)c2ccccc2)cc1 (stereo unspecified)	-2	i	i	i	10	i	0.5	i	-14	0	i
CCOC(=O)CC1C(=O)NCCN1C(=O)c1ccc(Cl)cc1Cl (stereo unspecified)	-28	i	i	i	12	i	0.0	i	-1	4	i
O=C(N/N=C\c1cccc(OC(=O)c2ccco2)c1)c1ccc2c(c1)OCO2	20	i	i	i	-65	i	2.0	i	0	2	i
COc1ccc(NC(=O)C(Cc2ccccc2)NC(=O)c2ccco2)cc1OC (stereo unspecified)	-8	i	i	i	2	i	0.4	i	/	-10	i
CCCCCCCCCCCCS[C@H]1CS(=O)(=O)C[C@@H]1O	10	i	i	i	0	i	0.2	i	8	9	i
Cc1cc(C)n(-c2ccc(C(=O)O)cc2)n1	-24	i	i	i	17	i	-0.2	i	-2	-12	i
Cc1cc(NC(=O)c2cccs2)n(-c2ccccc2)n1	-37	i	i	i	11	i	-0.5	i	5	1	i
CCOC(=O)CSc1nnc(NC(=O)c2cccc([N+](=O)[O-])c2C)s1	-14	i	i	i	-19	i	-0.2	i	-7	9	i
O=C(c1ccc(C(F)(F)F)cc1)N1CCCCC1	-29	i	i	i	-5	i	1.0	i	-3	5	i
O=C(O)C1C2C=CC(O2)C1C(=O)Nc1cccc(C(F)(F)F)c1 (stereo unspecified)	-9	i	i	i	-10	i	-10	i	0	-9	i
Cc1nn(C(=O)N2CCOCC2)c(C)c1CN1C(=O)c2ccccc2C1=O	-15	i	i	i	8	i	0.3	i	-13	-3	i
CC(C)NC(=O)CCc1nnc(Cc2cccc(C(F)(F)F)c2)o1	-45	i	i	i	-95	i	1.0	i	-2	-4	i
COc1ccc(COC(=O)C2CC(=O)N(Cc3ccc(C)cc3)C2)cc1 (stereo unspecified)	-36	i	i	i	4	i	-0.2	i	-7	-6	i
COc1ccc(Cl)cc1NC(=O)CN1CCN(S(=O)(=O)N2CCCCC2)CC1	21	i	i	i	7	i	-0.6	i	3	3	i
COc1ccccc1C(=O)Oc1cc(N)n(S(=O)(=O)c2ccccc2)n1	-14	i	i	i	-21	i	-0.2	i	6	3	i
O=C(NCc1ccco1)c1cc2sccc2n1Cc1ccc(F)cc1	-23	i	i	i	21	i	-0.4	i	11	-11	i
CC(C)[C@@H](C(=O)NCC1CCC(C(=O)O)CC1)n1nnc2ccccc2c1=O (stereo partly specified)	-5	i	i	i	-22	i	-0.1	i	2	1	i
COc1ccccc1CNC(=O)c1cc2c(C)nn(Cc3ccc(F)cc3)c2s1	-2	i	i	i	31	i	-0.3	i	26	0	i
CCN1CCN(C(=O)CN(CC)S(=O)(=O)c2ccc(F)cc2)CC1	-4	i	i	i	9	i	-0.6	i	-3	7	i
Brc1ccc(CNCc2cccs2)cc1	-9	i	i	i	13	i	-0.1	i	2	-2	i
CCCCN1CCc2c([nH]c3c(C)cccc23)C1=O	-39	i	i	i	-150	i	5.5	i	-8	-8	i
Cc1cccc(C)c1OCC(=O)N(Cc1ccco1)C1CCS(=O)(=O)C1 (stereo unspecified)	8	i	i	i	-12	i	-0.2	i	-3	3	i

# The list goes on, overlapping the part above by two compounds.
molecule	KLF5 inhibitor	TRPC6 activator	TRPC4 block	MrgX1 antag	aSyn UTR inh	TRPC4 act	HIF act	TRPC6 inhibitor	SKKanGAS inh	IEC-6 cytotox	TRPC4 potent
CCCCN1CCc2c([nH]c3c(C)cccc23)C1=O	-39	i	i	i	-150	i	5.5	i	-8	-8	i
Cc1cccc(C)c1OCC(=O)N(Cc1ccco1)C1CCS(=O)(=O)C1 (stereo unspecified)	8	i	i	i	-12	i	-0.2	i	-3	3	i
CS(=O)(=O)N1CCC(C(=O)Nc2cccc(C(F)(F)F)c2)CC1	3	i	i	i	-5	i	1.7	i	3	2	i
CC(C)c1ccc(NC(=O)C2CSC3(C)CCC(=O)N23)cc1 (stereo unspecified)	-12	i	i	i	11	i	-0.4	i	2	-5	i
COC(=O)c1ccccc1N/C=C1\CCc2c(c(C)nn2-c2ccccn2)C1=O	-20	i	i	i	10	i	-1.0	i	6	5	i
CN(C)CCNC(=O)NC1CCCCC1	-16	i	i	i	-2	i	-0.4	i	3	-11	i
O=C(COC(=O)c1ccccc1Br)Nc1ccc2[nH]c(=O)[nH]c2c1	/	i	i	i	-5	i	0.4	i	11	/	i
CCC(CC)NCc1ccc2c(c1)c1ccccc1n2CC	10	i	i	i	3	i	-0.7	i	-8	8	i
O=C(Nn1c(SCc2ccc([N+](=O)[O-])cc2)nc2ccccc2c1=O)c1ccc(F)cc1	-124	i	i	i	-81	i	1.1	i	11	-5	i
Cc1cccc(-n2c(C)nc3c(cnn3-c3ccc(F)cc3)c2=O)c1	-17	i	i	i	-14	i	0.6	i	2	2	i
CC1Cc2ccccc2N1CC(=O)Nc1ccc(N2CCOCC2)cc1 (stereo unspecified)	-18	i	i	i	-6	i	0.0	i	9	6	i
O=C(CSc1cccc(C(F)(F)F)c1)Nc1cc(S(=O)(=O)N2CCCC2)ccc1Cl	-15	i	i	i	10	i	-0.2	i	0	1	10*
COC(=O)CCCC(=O)NCC1(N(C)Cc2ccccc2)Cc2ccccc2C1	-18	i	i	i	18	i	-0.7	i	8	-6	i
Cc1cc(C)cc(NC(=O)c2ccc(CSc3nnnn3C)cc2)c1	-31	i	i	i	-1	i	0.4	i	2	-4	i
Cc1ccc(C(=O)CCC2CCCCC2=O)cc1 (stereo unspecified)	-72	i	i	i	-151	i	1.9	i	0	0	i
Cn1c(CNC(=O)CNS(=O)(=O)c2ccccc2)cc(=O)n(C)c1=O	-33	i	i	i	-9	i	0.1	i	-6	3	i
COc1ccccc1OCCNC(=O)c1ccc(Br)cc1	-69	i	i	i	-106	i	3.8	i	-9	-3	i
O=C(NC1CCCCC1)N1CCCCCCC1	-10	i	i	i	1	i	0.1	i	-4	5	i
CCC(Oc1cccc(C)c1)C(=O)Nc1ccccc1C(=O)N1CCOCC1 (stereo unspecified)	3	i	i	i	0	i	0.2	i	-4	-7	i

# The order is random; about 5.8% have a hit in one of these screens.
